Screening results as filed in PubChem.
CHOP inh – blocks CHOP induction under ER stress | 220,000 compounds, 3.8% hits | inhibition, % at 10 µM | AID 2732 | CHO-K1 CHOP-promoter luciferase, tunicamycin-induced, 15-18 h;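 active means compounds that reduced the stress-induced luciferase reporter signal by more than about 70% of percent inhibition, limit read from the data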;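 further: 0% = tunicamycin plus vehicle and 100% = wells without tunicamycin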
NPY-Y1 PAM-ag – potentiates or activates human NPY-Y1 receptor; activation, % at 3.6 µM; NPY-Y1 expressing cells, potentiator/agonist activation; 220,000 compounds, 0.37% hits; AID 1304; P25929; in the data active means activation above about 33%, passing the limit was not always enough;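 further: cells stimulated with NPY at EC10 then isoproterenol at EC100; 0% = low agonist plus stimulus and 100% = saturating agonist plus stimulus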
zfTRPN1 agonist – activates the zebrafish TRPN1 channel; 220,000 compounds, 0.18% hits; HEK293 zebrafish TRPN1-YFP, Fluo-8 calcium fluorescence; 100% = response to 87 µM carbachol; activation, % at 3 µM;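 active means activation above its plate's cutoff, the mean activation of test wells on that plate plus 3 SD, cut at about 19% in these data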;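 further: 0% = DMSO alone and 100% = 87 µM carbachol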
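Assay system: Zebrafish TRPN1-YFP in HEK293 cells | Incubation: Dye loading 1 h at 37 °C, then 30 min room temperature | Measured by: Kinetic Fluo-8 fluorescence, ex 470-495, em 515-575 nm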
14-3-3 Bad inh – disrupts binding of bovine 14-3-3 zeta to phospho-Bad peptide. P63103. TR-FRET 14-3-3zeta/Dy647-pBad peptide displacement, 1 h. inhibition, % at 21.7 µM. 220,000 compounds, 0.71% hits. AID 781;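 active means inhibition above about 70%, limit read from the data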;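 further: 0% = full 14-3-3 plus peptide FRET controls and 100% = background without 14-3-3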
NPY-Y1 antag – blocks the human neuropeptide Y Y1 receptor | 200,000 compounds, 1% hits | HEK293-CNG Y1 cells, membrane potential fluorescence; NPY at EC95, then isoproterenol | inhibition, % at 3.6 µM | P25929;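 active means inhibition above the campaign mean inhibition of all tested compounds plus 3 SD, cut at about 20% in these data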;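 further: 0% = DMSO wells given NPY plus isoproterenol and 100% = isoproterenol alone without NPY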
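Test system: HEK293 cells co-expressing NPY Y1 receptor and cyclic-nucleotide gated channel; Also added: NPY (25 nM), isoproterenol (1 µM), Ro 20-1724 (25 µM); Compound dosing: one concentration, 3.6 µM, in 0.4% DMSO; Timing: dye 3 h, compound 60 min room temperature, stimulation 45 min; Technique: Membrane-potential fluorescent dye readout.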
TRPML3 agonist – human mucolipin-3 channel agonism | Q8TDD5 | HEK293 TRPML3-YFP, Fluo-8 calcium fluorescence; 100% = the carbachol control signal | activation, % at 3 µM | 220,000 compounds, 0.29% hits | AID 1448;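 active means activation above its plate's cutoff, the mean activation of the plate's test wells plus 3 SD, cut at about 12% in these data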;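 further: 0% = DMSO only wells and 100% = carbachol wells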
Target sequence (Q8TDD5 whole entry, looked up): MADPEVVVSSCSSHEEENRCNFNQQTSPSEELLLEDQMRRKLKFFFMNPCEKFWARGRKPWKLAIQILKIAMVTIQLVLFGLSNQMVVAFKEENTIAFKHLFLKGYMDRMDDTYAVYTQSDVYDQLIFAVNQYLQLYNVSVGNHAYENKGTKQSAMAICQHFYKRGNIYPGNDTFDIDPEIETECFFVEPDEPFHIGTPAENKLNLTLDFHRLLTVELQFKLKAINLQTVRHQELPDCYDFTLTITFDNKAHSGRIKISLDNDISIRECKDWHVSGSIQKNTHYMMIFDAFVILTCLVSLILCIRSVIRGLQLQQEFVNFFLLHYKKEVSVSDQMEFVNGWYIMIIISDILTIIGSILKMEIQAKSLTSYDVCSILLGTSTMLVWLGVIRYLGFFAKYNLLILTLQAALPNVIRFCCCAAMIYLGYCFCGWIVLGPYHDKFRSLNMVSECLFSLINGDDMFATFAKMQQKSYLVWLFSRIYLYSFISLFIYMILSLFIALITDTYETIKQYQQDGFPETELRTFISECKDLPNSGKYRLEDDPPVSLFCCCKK
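Test system – HEK293 line with stable expression of human TRPML3-YFP channel · Control set – carbachol 87 µM final as high control (100%), DMSO as low control (0%) · Signal – Fluo-8 calcium dye fluorescence, ex 470-495, em 515-575 nm · Incubation – 1-h 37 °C dye load, 5-s basal, 120-s post-compound reads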
PGE2 EP2 inh – EP2 receptor (human) inhibition. C6 glioma cells expressing human EP2, cAMP TR-FRET; cells stimulated with saturating PGE2. 260,000 compounds, 0.52% hits. inhibition, % at 25 µM;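 active means percent inhibition above 40 after rounding to a whole number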;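 further: rat C6 glioma host cells with rolipram phosphodiesterase inhibitor present; the protocol text gives 20 µM as final concentration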
Target sequence (P43116 whole entry, looked up): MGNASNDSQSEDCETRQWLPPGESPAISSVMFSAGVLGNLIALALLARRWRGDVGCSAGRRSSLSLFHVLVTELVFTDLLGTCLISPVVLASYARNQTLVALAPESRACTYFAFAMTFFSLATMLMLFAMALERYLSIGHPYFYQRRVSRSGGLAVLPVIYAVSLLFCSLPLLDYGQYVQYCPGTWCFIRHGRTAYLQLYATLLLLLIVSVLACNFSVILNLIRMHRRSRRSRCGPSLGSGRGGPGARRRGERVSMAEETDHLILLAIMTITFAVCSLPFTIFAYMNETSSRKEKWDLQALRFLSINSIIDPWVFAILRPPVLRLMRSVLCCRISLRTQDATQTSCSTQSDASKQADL
EP2 mod – modulates human prostaglandin E2 receptor EP2 signaling; 260,000 compounds, 0.83% hits; induction, % at 25 µM; EP2-expressing cells, cAMP HTRF FRET, PGE2 co-stimulation; P43116;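 active means compounds whose cAMP rise, as percent of the full-agonist control response, exceeds 60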;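 further: rat C6 glioma line stably carrying human EP2 under a CMV promoter; the protocol text gives 20 µM as final concentration; 100% = response of wells given 1 µM PGE2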
PPC-1+TRAIL kill – kills PPC-1 cancer cells in the presence of TRAIL; PPC-1 cells + TRAIL, ATPLite viability luminescence; cell killing (% activity), % at 4 µM; 220,000 compounds, 0.41% hits; AID 1443;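 active means cell killing above 50% in the first pass at 4 µM, then a duplicate retest at 5 µM averaging 50% or more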;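 further: plate controls were cells with TRAIL plus DMSO for no effect and medium-only wells lacking cells for full effect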
Starred values were filed as active, the others as inactive; / = no result given; & = joins results of further samples; [ ] = dose if it differs, or a comment. This is a subset; the hit share may differ from the screen's.

SMILES | CHOP inh | NPY-Y1 PAM-ag | zfTRPN1 agonist | 14-3-3 Bad inh | NPY-Y1 antag | TRPML3 agonist | PGE2 EP2 inh | EP2 mod | PPC-1+TRAIL kill
O=C(O)c1ccccc1C(=O)NCCc1c(C(=O)O)[nH]c2ccc(Cl)cc12 | 2 | 11 | 0.6 | 2 | / | 0.7 | 8 | 13 | -1
O=C(Nc1ccc(O)c(-c2nc3ccccc3s2)c1)c1cc(=O)c2ccccc2o1 | 108* | 6 | 0.6 | 76* | -2 | 1.5 | 7 | -19 | 32
COc1ccc(Cl)cc1C(=O)Nc1nnn(C)n1 | 14 | 5 | 1.9 | -7 | -4 | 1.1 | 7 | 6 | -19
CC(=O)N(CCCCl)C(C#N)c1ccccc1 (configuration not stated) | -3 | -4 | 0.5 | 0 | -4 | 0.8 | 10 | 29 | 5
Cc1ccc2[nH]c(O)c(N=NC(=O)CCc3ccccc3)c2c1Br | 107* | 6 | 0.9 | 8 | -1 | 1.2 | 6 | 13 | -9
Cc1cc(C(=O)Nc2c(C)nn(Cc3ccccc3Cl)c2C)no1 | 9 | -11 | -0.6 | 12 | 0 | -0.1 | 7 | 1 | -6
CCCN1C2CCCC1CC(NC(=O)c1ccc(F)cc1)C2 (configuration not stated) | -7 | 16 | 2.2 | -14 | 4 | 0.5 | 4 | 7 | 13
CCOC(=O)c1c(C)n(-c2ccc(C)cc2)c2c(C(C(C)=O)C(=O)O)c(Br)c(O)c(O)c12 (configuration not stated) | -53 | 14 | -1.8 | 4 | 3 | -0.8 | 7 | 20 | 24
CC(NC(=O)c1ccc(Cl)cc1)C(=O)N1CCCCC1 (configuration not stated) | 31 | 11 | -0.3 | 8[fluorescence artefact?] | 9 | 0.1 | / | 0 | 3
Cn1nnc2cc(C(=O)Nc3ccccc3)ccc21 | 8 | -5 | 0.4 | 11 | -3 | 1.2 | 7 | -140 | 5
Cc1cc(NC(=O)CCC(=O)N(CC(=O)NC2CCCC2)c2cccc(C)c2C)no1 | / | -30 | -0.9 | / | -4 | 0.4 | 13&18 | -9 | /
COc1ccc(C(=O)/C=C/Nc2ccc(S(=O)(=O)Nc3nc(C)cc(C)n3)cc2)cc1OC | 36 | -3 | 1.2 | -6[fluorescence artefact?] | 11 | 2.0 | 14 | 10 | -3
O=C(Nc1ccc(F)cc1)c1cccc2c1C(=O)N(Cc1ccccn1)C2 | 34 | 11 | 2.3 | -1 | -7 | 0.3 | 8 | 0 | 17
COc1ccc(-c2cc(C(F)(F)F)n3ncc(C(=O)Nc4c(C)n(C)n(-c5ccccc5)c4=O)c3n2)cc1 | -8 | 16 | -0.4 | -8 | -1 | 0.5 | 1 | -1 | /
COc1cccc(C(=O)Cn2c(=O)n(CC3CCCO3)c(=O)c3ccccc32)c1 (configuration not stated) | -28 | 2 | -0.2 | 35[fluorescence artefact?] | 1 | 0.4 | 10 | 25 | 8

Just 14-3-3 Bad inh and NPY-Y1 antag, for some of the entries so far:
SMILES | 14-3-3 Bad inh | NPY-Y1 antag
CC(NC(=O)c1ccc(Cl)cc1)C(=O)N1CCCCC1 (configuration not stated) | 8[fluorescence artefact?] | 9
Cn1nnc2cc(C(=O)Nc3ccccc3)ccc21 | 11 | -3
Cc1cc(NC(=O)CCC(=O)N(CC(=O)NC2CCCC2)c2cccc(C)c2C)no1 | / | -4
COc1ccc(C(=O)/C=C/Nc2ccc(S(=O)(=O)Nc3nc(C)cc(C)n3)cc2)cc1OC | -6[fluorescence artefact?] | 11

Later entries
SMILES | CHOP inh | NPY-Y1 PAM-ag | zfTRPN1 agonist | 14-3-3 Bad inh | NPY-Y1 antag | TRPML3 agonist | PGE2 EP2 inh | EP2 mod | PPC-1+TRAIL kill
O=S(=O)(N1CCCCC1)N1CCCN(S(=O)(=O)N2CCCCC2)CC1 | 14 | 0 | 1.0 | -10 | 8 | 0.9 | 12 | 3 | 32
CC1CN(S(=O)(=O)c2cccc(C(=O)Nc3ccc(S(=O)(=O)Nc4ncccn4)cc3)c2)CC(C)O1 (configuration not stated) | 16 | 7 | 1.6 | -9 | 4 | 1.1 | 2 | 18 | 2
Cc1cc(O)c(Oc2cc(C)cc(O)c2O)c(O)c1 | 19 | 6 | 0.1 | 5 | -5 | 0.5 | 23 | -33 | 19
COCCCNC(=S)NCCNc1nc2c(C)c(C)ccc2cc1C#N | 41 | -1 | -0.3 | 1 | -5 | -0.2 | 6 | -11 | -7
O=C1c2cccc([N+](=O)[O-])c2C(=O)N1c1c[nH]c(=O)[nH]c1=O | -20 | 5 | 1.9 | -1 | 1 | 0.1 | 1 | 5 | -9
COCCCNc1nc(N)c([N+](=O)[O-])c(Nc2cc(OC)ccc2OC)n1 | -3 | 17 | -0.2 | 0 | / | 0.0 | 3 | 3 | 12
O=C(OCC1CC(c2ccccc2)=NO1)c1ccc(Br)cc1 (configuration not stated) | 39 | -2 | 0.3 | 2 | 2 | 0.5 | 11 | 11 | 7
O=C(Nc1ccc(Br)cc1)c1cccnc1N1CCOCC1 | 12 | -5 | 0.1 | -8 | 2 | 0.0 | 5 | -37 | -1
Cc1ccc(C)c(NC(=O)c2ccc3ccccc3n2)c1 | 80* | -15 | 0.8 | -4 | 8 | 0.8 | 7 | 52 | 37
COc1ccc(OC)c(C2N(c3cc(C)on3)C(=O)C3CCCN32)c1 (configuration not stated) | 7 | 11 | 0.4 | -2[fluorescence artefact?] | -2 | 1.2 | 8 | 9 | 5
Cc1nc(N2CCc3ccccc32)[nH]c(=O)c1CCC(C)C | / | 3 | 0.6 | / | 3 | 1.3 | / | / | /
COc1ccc(N2CCN(Cc3cc(=O)oc4cc(C)c(Cl)cc34)CC2)cc1 | 96* | 7 | 2.7 | -16 | -2 | 0.7 | 8 | 18 | 38
Cc1ccccc1C(=O)NC(=S)NCCN1CCOCC1 | 18 | 6 | -0.5 | -17 | -2 | 0.1 | 7 | -19 | 19
CN1CCc2nc(SCc3ccc(C(C)(C)C)cc3)c(C#N)cc2C1 | 29 | -6 | -0.4 | 0[fluorescence artefact?] | 4 | 0.8 | 12 | -57 | 17
Cn1c(SCC(=O)c2ccccc2)nnc1-c1ccco1 | -13 | -11 | 0.7 | 2 | 3 | 0.9 | 24 | -9 | 11
Cc1cc(C)n(C(=O)c2c([N+](=O)[O-])c(C)nn2C)n1 | -7 | 2 | -1.1 | 4 | 2 | -0.3 | 7 | 29 | -4
Fc1cc(NCc2ccccc2)nc(NCc2ccccc2)n1 | -41 | 3 | -0.1 | 0 | 2 | -0.7 | 25 | -67 | 5
CC(C)CN(C)C(=O)CCc1nnc(Cc2cccc(C(F)(F)F)c2)o1 | 3 | 2 | -1.1 | -12 | 3 | 0.1 | 8 | -8 | -3
Cc1[nH]c2ccccc2c1C(=O)COC(=O)c1ccc[n+]([O-])c1 | 5 | 28 | -1.9 | 6 | / | 0.0 | 11 | 6 | 14
COc1ccccc1-c1nn2c(C3COc4ccccc4O3)nnc2s1 (configuration not stated) | 6 | -33 | 0.3 | -13 | 15 | -0.5 | 14 | 27 | 7
Cc1ccc(C)c2[nH]c(=O)c(CCNC(=O)c3ccc(Br)o3)cc12 | / | -32 | 0.6 | / | 4 | -0.4 | -2 | / | /
Cc1ccc(-n2ncc3c(=O)n(CC(=O)N4CCN(c5ccccc5)CC4)cnc32)cc1 | 82* | -8 | 1.8 | 3 | 3 | 0.4 | 4 | -4 | 15
COc1cccc(NC(=O)/C=C/c2ccc([N+](=O)[O-])cc2)c1 | 6 | -18 | 1.3 | -5 | / | 0.3 | 6 | -13 | 9
COc1cc(/C=N/NC(=O)c2ccc(=O)[nH]n2)ccc1O | -8 | -3 | 3.2 | -12 | 0 | 1.0 | 5 | -13 | 18
COC(=O)N/N=C\C=C\c1ccc2c(c1)OCO2 | -20 | 17 | -0.1 | -4 | 0 | 0.7 | 12 | -3 | /
CCOc1ccccc1CN1CCN(CCCn2cccn2)CC1CCO (configuration not stated) | 5 | -1 | 0.2 | -12 | -1 | 0.6 | 10 | -6 | /
Cc1cc(NC(=O)C(C)C)ncc1NC(=O)c1cccc(F)c1 | 19 | 6 | -0.6 | -1 | 2 | 0.6 | 12 | 2 | 14
C=CCSc1n[nH]c(-c2cccs2)n1 | 5 | 10 | -0.4 | -5 | / | 0.7 | 17 | 2 | 11
O=C(NN1CCOCC1)c1cc(-c2ccc(Br)s2)nc2ccccc12 | 6 | 11 | 0.4 | -1 | -3 | 0.0 | 21 | -27 | 21
N#CC1(C#N)C(C(N)=O)C1c1ccccc1 (configuration not stated) | -8 | -4 | 2.5 | 1 | 1 | 0.7 | 7 | -7 | 41

Reprinted at random: 5 entries already listed, in no set order.
SMILES | CHOP inh | NPY-Y1 PAM-ag | zfTRPN1 agonist | 14-3-3 Bad inh | NPY-Y1 antag | TRPML3 agonist | PGE2 EP2 inh | EP2 mod | PPC-1+TRAIL kill
COc1cccc(NC(=O)/C=C/c2ccc([N+](=O)[O-])cc2)c1 | 6 | -18 | 1.3 | -5 | / | 0.3 | 6 | -13 | 9
O=C(O)c1ccccc1C(=O)NCCc1c(C(=O)O)[nH]c2ccc(Cl)cc12 | 2 | 11 | 0.6 | 2 | / | 0.7 | 8 | 13 | -1
Cc1ccc2[nH]c(O)c(N=NC(=O)CCc3ccccc3)c2c1Br | 107* | 6 | 0.9 | 8 | -1 | 1.2 | 6 | 13 | -9
O=S(=O)(N1CCCCC1)N1CCCN(S(=O)(=O)N2CCCCC2)CC1 | 14 | 0 | 1.0 | -10 | 8 | 0.9 | 12 | 3 | 32
O=C(Nc1ccc(O)c(-c2nc3ccccc3s2)c1)c1cc(=O)c2ccccc2o1 | 108* | 6 | 0.6 | 76* | -2 | 1.5 | 7 | -19 | 32

Next records.
SMILES | CHOP inh | NPY-Y1 PAM-ag | zfTRPN1 agonist | 14-3-3 Bad inh | NPY-Y1 antag | TRPML3 agonist | PGE2 EP2 inh | EP2 mod | PPC-1+TRAIL kill
COc1ccc(C(=O)Oc2ccc(/C=N/O)cc2)cc1 | 28 | 20 | 0.0 | 2 | 0 | 0.1 | 7 | 7 | 11
Fc1cccc(Cn2ccc(-c3ccc4c(c3)OCO4)n2)c1 | 10 | -26 | -0.3 | -7 | 0 | -0.3 | 5 | 25 | 5
Cc1ccnc(NC(=O)c2cc3c(=O)oc4ccc(C)cc4c3s2)c1 | -16 | -5 | 2.3 | 64 | / | 1.0 | 5 | -28 | 11
COc1ccc2[nH]cc(C(O)CN3CCC(C(N)=O)CC3)c2c1 (configuration not stated) | -19 | 3 | 0.8 | -7[fluorescence artefact?] | 8 | 0.4 | 11 | 3 | -8
CCc1nnc(NC(=O)CSc2nnc(Cc3cc(=O)[nH]c(=O)[nH]3)n2-c2cccc(OC)c2)s1 | -32 | -4 | 0.0 | -5 | 1 | -0.1 | 5 | 17 | 16
